IDE act – boosts human insulin-degrading enzyme activity in HEK cells; FAbeta-B cleavage, fluorescence polarization; 0% vehicle, 100% cell-free pure enzyme wells; activation, % at 5.96 µM; 340,000 tested, 0.073% active; AID 493087; P14735;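 active = activation above the mean of all tested compounds plus 3 SD, set per screening campaign, cut at about 17% in these data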
p-CIP stab down – compounds decreasing mouse p/CIP protein stability. F442A p/CIP-EGFP cells, EGFP fluorescence, 16 h. decrease of EGFP signal, % at 10 µM. 290,000 tested, 0.01% active;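 active = EGFP signal decrease of at least 30% at 10 µM or well 3 SD below plate mean, unless failing retest; inactive = the rest, including hits failing retest or dose response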; also: some compounds called inactive have numbers as strong as hits; many of its hits are not listed in these tables
CRFR2-BP antag – CRF-BP/CRF-R2 complex antagonism. HEK293 CRF-R2/CRF-BP, CRF-induced calcium fluorescence. inhibition, % at 11.8 µM. 350,000 tested, 0.59% active. AID 588475;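 active = inhibition of the ligand-induced calcium signal above about 50% at the single tested concentration, limit read from the data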
M4 PAM – CHRM4 positive allosteric modulation | CHO-K1 hM4/Gqi5, Fluo-8 calcium fluorescence, ACh EC20; 0% = ACh EC20, 100% = maximal ACh | activation, % at 3 µM | 360,000 tested, 0.4% active | AID 624126;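 active = activation above its plate's cutoff, the mean activation of sample wells plus 3 SD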; also: some results filed as inactive read as strong as hits
Target sequence (P08173 whole entry, looked up): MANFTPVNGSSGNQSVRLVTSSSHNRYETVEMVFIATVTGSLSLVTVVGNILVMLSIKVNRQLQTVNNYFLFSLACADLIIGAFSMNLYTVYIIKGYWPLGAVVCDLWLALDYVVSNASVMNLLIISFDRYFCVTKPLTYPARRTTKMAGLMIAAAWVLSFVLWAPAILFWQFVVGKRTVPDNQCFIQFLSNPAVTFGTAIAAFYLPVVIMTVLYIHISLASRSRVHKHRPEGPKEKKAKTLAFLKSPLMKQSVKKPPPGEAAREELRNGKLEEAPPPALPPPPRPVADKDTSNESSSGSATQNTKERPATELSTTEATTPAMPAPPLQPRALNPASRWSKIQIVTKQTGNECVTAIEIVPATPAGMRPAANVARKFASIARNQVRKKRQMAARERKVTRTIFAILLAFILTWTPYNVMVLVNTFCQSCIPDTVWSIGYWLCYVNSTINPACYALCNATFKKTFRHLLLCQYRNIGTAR
IDE cell inh – inhibits human insulin-degrading enzyme in HEK cells. FAbetaB cleavage, fluorescence polarization. 320,000 tested, 0.41% active. inhibition, % at 5.59 µM;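 active = percent inhibition above the average of all tested compounds plus 3 SD, set per screening campaign, cut at about 16% in these data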;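 also: IDE supplied by intact live HEK cells; FP after avidin binding of uncleaved biotin substrate so inhibition keeps polarization high; 0% = DMSO wells and 100% = 60 µM reference IDE inhibitor Ii1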
CRFR2-BP ag – CRF-BP/CRF-R2 complex agonism; HEK293 CRF-R2/CRF-BP, calcium dye fluorescence (FLIPR); percent of saturating CRF peptide response; activation, % at 13.2 µM; 350,000 tested, 0.46% active; AID 588473;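 active = activation of at least 50%, plus an integration ratio under a set limit after plate pattern correction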;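 also: plate controls were neutral control wells without compound for no effect and CRF at EC100 for full effect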
PHOSPHO1 inh – blocks human PHOSPHO1 phosphatase activity; 290,000 tested, 1.1% active; Q8TCT1; recombinant PHOSPHO1, absorbance phosphatase assay; inhibition, % at 13.3 µM; AID 1565; in the data active = inhibition above about 60%
Target sequence (Q8TCT1 whole entry, looked up): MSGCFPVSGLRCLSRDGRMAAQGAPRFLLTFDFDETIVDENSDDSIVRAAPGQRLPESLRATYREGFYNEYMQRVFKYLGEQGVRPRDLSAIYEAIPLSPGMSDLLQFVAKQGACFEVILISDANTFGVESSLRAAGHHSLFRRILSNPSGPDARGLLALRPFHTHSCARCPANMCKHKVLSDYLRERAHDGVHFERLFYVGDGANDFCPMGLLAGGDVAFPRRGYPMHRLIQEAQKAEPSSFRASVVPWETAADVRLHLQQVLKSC
MEKK3 PB1 HTS – raises or lowers MEK5 binding to the human MEKK3 PB1 domain. bead-based flow cytometry, Alexa488-MEK5 binding to MEKK3; actives lie on both sides; 0 = blocked by unlabeled MEK5, 100 = vehicle. 290,000 tested, 1.4% active. Q99759. binding response (% of control), % at 10 µM;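 active = binding response more than 3 SD above or below the average of its plate-row segment, actives on both sides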;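 also: Alexa488 bead fluorescence after subtracting the streptavidin-only scavenger bead signal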
GalR3 antag – human GalR3 antagonism; O60755; HEK293 GalR3-CNG cAMP membrane potential fluorescence; galR3 body fused to GalR1 C-terminus; inhibition, % at 3 µM; 360,000 tested, 0.44% active;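 active = inhibition above the screen-wide average plus 3 SD, cut at about 13% in these data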;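 also: forskolin and galanin both at EC90 stimulate the cells; cAMP rise reported by CNG channel membrane potential dye signal; 0% = forskolin plus galanin with DMSO and 100% = forskolin alone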
Target sequence (O60755 1-299 limits assumed): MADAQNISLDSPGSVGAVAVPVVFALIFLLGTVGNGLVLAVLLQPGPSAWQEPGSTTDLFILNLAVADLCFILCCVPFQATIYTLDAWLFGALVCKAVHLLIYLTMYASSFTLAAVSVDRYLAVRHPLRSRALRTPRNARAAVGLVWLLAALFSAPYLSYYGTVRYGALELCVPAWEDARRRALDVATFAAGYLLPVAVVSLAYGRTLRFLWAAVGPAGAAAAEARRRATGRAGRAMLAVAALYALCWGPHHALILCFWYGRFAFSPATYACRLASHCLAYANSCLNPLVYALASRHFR
An asterisk follows results filed as active; . = no result given; [ ] = another dose, or the depositor's remark.

SMILES	IDE act	p-CIP stab down	CRFR2-BP antag	M4 PAM	IDE cell inh	CRFR2-BP ag	PHOSPHO1 inh	MEKK3 PB1 HTS	GalR3 antag
COc1ccc(OCC(O)Cn2ccnc2C)cc1 (stereo unspecified)	-2	6	5	1	0	-1.4	-1	91	-3
O=C(CCSCc1ccccc1Cl)NC1CCCC1	5	-4	-1	16	-1	-1.4	-11	2.0*[inhibitor]	-10
CC12CN3CC(C)(CN(C1)C3c1c[nH]c3ccccc13)C2=O (stereo unspecified)	5	7	-6	10	-2	2.0	37	97	-3
CCCNC(=O)Cc1c(C)oc2ccccc12	8	-12	16	6	-3	-0.5	3	130*	4
N#Cc1ccc(C23CC4(C2)[C@H](CN(CC2CCCCC2)[C@@H]4c2ccccc2)C3c2ccc(Cl)nc2)cc1 (stereo partly specified)	2	2	-3	-9	0	0.7	31	103	-3
CCOc1ccc(NS(=O)(=O)CC23CCC(CC2=O)C3(C)C)cc1 (stereo unspecified)	2	-3	-4	-1	-5	-0.5	16	95	-1
Cc1c([N+](=O)[O-])c(C/C=N/O)nn1C	4	-11	-6	-1	.	-1.2	7	101	-5
COc1cc(OC)cc(-c2c(-c3ccc(F)cc3)c3cc(Br)ccc3n2C)c1	5	.	-6	12	-1	2.0	.	.	0
COCCN1CCN(C(=O)c2cc(COc3ccc(F)cc3F)on2)CC1	3	3	13	11	-4	-1.4	46	103	-2
COc1cc(NC(=O)c2cc(CC(C)C)on2)c(OC)cc1Cl	8	-13	17	0	0	-0.1	6	108	.
Cc1c(C(=O)N2CCCC2)nnn1-c1nonc1N	3	-1	16	0	3	-0.3	11	105	-3
CC(C)(C)NC(=O)C(c1ccc(F)cc1)N(Cc1ccccc1Cl)C(=O)c1ccn[nH]1 (stereo unspecified)	3	-10	-10	4	5	0.8	32	94	-3
Cc1c(OC(C)C(=O)NCCN2CCOCC2)ccc2c(-c3ccccc3)cc(=O)oc12 (stereo unspecified)	6	-4	-11	-4	2	0.0	22	98	0
Nc1cccc(S(=O)(=O)c2ccc(N)c(N)c2)c1	3	7	-1	2	-2	-0.5	-5	96	-5
CCCCN1CCC(COC(=O)c2cc(Cl)c(N)c3c2OCCO3)CC1	4	.	-5	-11	1	1.0	.	.	-1
O=C(OCC(=O)N1N=C(c2ccc(Cl)cc2)CC1c1ccco1)c1cncc(Br)c1 (stereo unspecified)	-5	.	-17	-1	2	4.0	.	.	-4
OCC[C@H]1C[C@H](O)[C@@H](O)[C@]2(CCc3ccccc3CO2)O1	6	.	-3	16	5	-0.1	.	.	-3
CC(=O)c1ccc(NC(=S)Nc2ccc3[nH]c(=O)[nH]c3c2)cc1	-1	5	6	-7	-3	-1.3	28	5.0*[inhibitor]	-3
CCN(CC(=O)NCc1ccc(F)cc1)C(=O)CN1CCN(c2ccc(OC)cc2)CC1	1	-15	-12	1	6	-1.1	-29	97	-9
CCC(NC(=O)c1ccccc1NC(=O)c1ccco1)C(=O)O (stereo unspecified)	1	0	-4	20	5	0.9	13	102	1
O=C(/C=C/c1c(F)cccc1Cl)c1ccc(O)cc1	1	-5	13	-15	5	-2.6	20	105	6
COC(=O)C(CC(C)C)N1CCC(=O)c2ccccc2S1(=O)=O (stereo unspecified)	1	-14	-5	20	2	0.5	27	90	-5
Cc1cc(C)cc(NC(=O)COC(=O)c2cc(C)oc2C)c1	-2	-32	-24	1	2	-0.5	-6	118	-5
NNC(=O)c1ccc2[nH]c3c(c2c1)CCCC3	-1	6	4	-4	3	-4.0	-32	103	-10
COC(=O)c1cccc(NC(=O)CCN2C(=O)NC(C)(C)C2=O)c1	.	.	21	8	.	-1.1	.	.	-4

Further records
SMILES	IDE act	p-CIP stab down	CRFR2-BP antag	M4 PAM	IDE cell inh	CRFR2-BP ag	PHOSPHO1 inh	MEKK3 PB1 HTS	GalR3 antag
Cc1ccc(SCC(=O)Nc2cccc(S(=O)(=O)N3CCOCC3)c2)cc1C	1	.	-3	2	0	-2.6	.	.	-5
O=S(=O)(c1cc(F)ccc1F)N1CCC2(CC1)OCCN2S(=O)(=O)c1cccs1	3	.	4	-13	3	-1.0	.	.	-4
Cn1c(=O)oc2cc(S(=O)(=O)Nc3ccc4c(c3)OCCO4)ccc21	0	-5	5	-9	-3	-0.8	31	97	-5
CCOC(=O)CSc1nnc(CNC(=O)c2cccs2)n1-c1ccccc1	-2	0	-2	8	1	-3.0	21	.	-5
COc1ccc(NC(=O)[C@@H]2CCCN2S(=O)(=O)c2ccccc2F)cc1S(=O)(=O)N1CCCCC1	-3	.	8	3	-3	-8.4	.	.	-5
Cc1ccc(-n2nnnc2SCC(=O)Nc2ccc3c(c2)OCCO3)cc1C	4	-8	-22	-3	1	1.7	-1	93	2
COc1ccc(-c2csc(NC(=O)Cc3ccccc3F)n2)c(OC)c1	5	11	19	-4	8	0.7	5	101	-9
O=C(CCN1CCOCC1)NNC(=O)Nc1cccc(C(F)(F)F)c1	5	-7	-3	-4	-5	-0.4	56	102	-1
CC1(C)CC(=O)c2cc(OCC(=O)NCCN3CCCc4ccccc43)ccc2O1	-2	3	-1	-5	1	0.4	21	99	-6
CN1CCN(c2ccc(CNS(=O)(=O)c3ccc(F)cc3Cl)cc2)CC1	7	-40	-12	20*	-3	4.6	29	103	3
Cc1ccc(N2C(=O)CN(Cc3ccccc3)C2=S)cc1C	-3	-4	1	1	5	0.3	13	105	-6
CCOC(=O)C1CCCN(C2CC(=O)N(c3ccc(N4C(=O)CC(N5CCCC(C(=O)OCC)C5)C4=O)cc3)C2=O)C1 (stereo unspecified)	-2	-1	-8	-1	4	0.2	13	99	2
CN(C)S(=O)(=O)c1ccc(Cl)c(NC(=O)CN2CCN(Cc3ccc4c(c3)OCO4)CC2)c1	1	-12	1	-20	-6	0.2	25	96	-3
Nc1[nH]nc2nc(-c3ccccc3)[nH]c(=O)c12	3	9	-12	2	3	-0.3	21	98	-8
CN(C(=O)c1cccc(NC(=O)Cc2cccc(NC(=O)C3CCCN(C(=O)c4ccccc4)C3)c2)c1)C1CCC1 (stereo unspecified)	-1	.	9	2	.	-0.3	.	.	-8
CCNC(=O)C1CCN(S(=O)(=O)c2ccc(F)cc2)CC1	8	1	4	1	4	-1.8	10	100	-7
O=C(CNC(=O)c1ccccc1)OC(C(=O)Nc1cc(C(F)(F)F)ccc1Cl)c1ccccc1 (stereo unspecified)	-4	-2	-6	2	3	2.5	-5	102	-5
CCCN(CC(=O)Nc1ccccc1C)C(=O)c1ccc(S(=O)(=O)N2CCC(C)CC2)cc1	-4	.	3	2	.	0.4	.	.	-4
COc1ccc(Oc2cc(C)c3ccccc3n2)cc1	4	8	20	10	4	-1.9	-4	104	-1
Cc1ccc(CN2CCN(Cc3cnn(-c4ccc(Cl)cc4)c3)CC2CCO)o1 (stereo unspecified)	0	-1	3	0	2	0.1	41	92	1
COCCCNC(=O)c1ccc(CS(=O)(=O)Cc2cccc(C)c2)o1	5	6	-1	-5	2	-1.7	0	.	-10
Cc1cccc(OCC(=O)NNC(=O)CSc2ncc(C#N)c(N)n2)c1	6	-4	14	-1	1	-1.9	46	100	-1
COc1cccc(/C=C/C(=O)Nc2ccc3c(c2)OCCO3)c1OC	-1	-26	-3	-3	6	-3.9	-14	108	-1
Cc1ccc([N+](=O)[O-])cc1S(=O)(=O)Nc1ccc(C(=O)N(C)C)cc1	4	-12	15	8	-3	-1.2	18	101	-3
CN(C)CCCNC(=O)c1ccc(Oc2ccccc2)cc1	3	7	1	-4	1	-2.0	0	111	-3

Sorted by the number under IDE cell inh (smallest number first): some entries from above.
SMILES	IDE act	p-CIP stab down	CRFR2-BP antag	M4 PAM	IDE cell inh	CRFR2-BP ag	PHOSPHO1 inh	MEKK3 PB1 HTS	GalR3 antag
CCOC(=O)CSc1nnc(CNC(=O)c2cccs2)n1-c1ccccc1	-2	0	-2	8	1	-3.0	21	.	-5
COCCCNC(=O)c1ccc(CS(=O)(=O)Cc2cccc(C)c2)o1	5	6	-1	-5	2	-1.7	0	.	-10
Cc1ccc(N2C(=O)CN(Cc3ccccc3)C2=S)cc1C	-3	-4	1	1	5	0.3	13	105	-6
COc1cccc(/C=C/C(=O)Nc2ccc3c(c2)OCCO3)c1OC	-1	-26	-3	-3	6	-3.9	-14	108	-1

Further structures follow.
SMILES	IDE act	p-CIP stab down	CRFR2-BP antag	M4 PAM	IDE cell inh	CRFR2-BP ag	PHOSPHO1 inh	MEKK3 PB1 HTS	GalR3 antag
COc1ccc(C(=O)Nc2ccccc2C(=O)NC(C(=O)NCc2ccco2)C(C)C)cc1 (stereo unspecified)	0	-9	28	19	0	0.0	-2	107	0
Cc1ccc(S(=O)(=O)N2CCOCC2)cc1C(=O)Nc1ccccc1N1CCCC1	5	.	-1	-6	-1	-1.5	.	.	-4
Clc1ccc2c(c1)nc1n2CCCC1	-1	7	5	-3	1	-1.0	25	85	-7
CC(C)c1cc(CN2CCN(CCC#N)CC2)cc(C(C)C)c1O	-1	-3	9	0	-4	-0.9	36	102	-5
CCC(=O)Nc1ccc(N2CCN(C(=O)c3ccco3)CC2)c(Cl)c1	1	7	6	0	.	-1.2	.	101	0
CC12CCC(=O)N1C(C(=O)Nc1ccc(F)c(Cl)c1)CS2 (stereo unspecified)	4	.	3	6	0	0.4	.	.	-3
Cc1cccn2c(=O)c3cc(C(=O)NC4CCCC4)n(C)c3nc12	1	4	-11	9	2	-4.5	13	103	1
COc1ccc(-c2ccc(SCC(=O)N3CC(=O)Nc4ccccc43)nn2)cc1	3	-14	3	0	-3	-1.5	37	103	-9
O=C1C2C3C=CC(C2C(=O)N1CCCO)C1C2C(=O)N(CCCO)C(=O)C2C31 (stereo unspecified)	-2	-2	-9	4	1	-2.4	26	96	-6
CCCCCCCCS(=O)c1sc2nc(C)cc(C)c2c1N (stereo unspecified)	5	-2	-20	-4	-10	-1.0	94*	101	-3
CCC(C)NC(=O)CSc1nc2c(sc3ccccc32)c(=O)n1CCCN1CCOCC1 (stereo unspecified)	-6	-14	-20	11	-5	1.2	7	103	3
O=C1CCN(Cc2ccccc2)CCN1[C@H](CO)Cc1ccccc1	-4	-10	-10	8	-1	3.7	-2	99	-3
CC(C)N1CCc2c(sc(NC(=O)CCS(=O)(=O)c3ccccc3)c2C#N)C1	0	-5	5	0	0	-5.7	-29	106	-3
Cc1cc(OC(=O)c2ccccc2)n(CCC#N)n1	-2	-6	-5	5	8	0.6	3	99	-3
O=C(NCc1nc(-c2ccc(C(F)(F)F)cc2)no1)Nc1ccc(OC(F)(F)F)cc1	.	11	-4	-5	2	3.1	-16	101	-3
Cn1nc(C(=O)NCC(=O)Nc2ccc(F)c(F)c2F)c2ccccc2c1=O	0	.	-5	5	2	0.3	.	.	-4
CCc1nc2cc(C)nn2c2nc3ccccc3n12	3	6	13	-2	3	-0.7	-17	93	-5
CC(=O)c1cc2c(cc1N/C(=N/S(=O)(=O)c1ccc(C)cc1)c1ccccc1)OCO2	1	-12	25	4	5	-1.9	-2	100	-4
O=C(O)CCn1nc(-c2ccc(F)cc2)cc(Cc2ccccc2)c1=O	-4	6	11	-2	5	-0.7	.	96	.
NC(=O)CC(NC(=O)Cc1cccc2ccccc12)c1ccc(NCCOc2ccccc2)c([N+](=O)[O-])c1 (stereo unspecified)	5	-2	-2	28*	-1	-0.4	20	107	-8
C#CCN(C[C@@H]1[C@@H](OC(=O)NCc2ccc(OC)c(OC)c2)[C@@H](OC(=O)NCc2ccc(OC)c(OC)c2)Cn2c(=O)ccc(=O)n21)S(=O)(=O)c1ccc(C)cc1	.	.	-2	-1	.	0.0	.	.	10
CC1CN(S(=O)(=O)c2cccc(C(=O)OCC(=O)N3CCCCCC3)c2)CC(C)O1 (stereo unspecified)	6	.	3	2	7	0.3	.	.	-1
CCNc1oc(-c2ccc(OC)cc2)nc1S(=O)(=O)c1ccc(Br)cc1	5	-1	-8	3	0	0.2	6	92	-5

Bioassay records: PubChem BioAssay, several laboratories
